Screening data as filed in PubChem BioAssay.
GAA glycogen mod – inhibitors or activators of human alpha-glucosidase glycogen cleavage. P10253. 300,000 compounds, 0.38% hits. AID 2100. Potency, µM (titrated, usually from 76.4 µM), for inactives: at the top dose activity change, negative = inhibition, actives largely listed as inhibitors. recombinant GAA, glycogen substrate, Amplex Red glucose oxidase fluorescence; active = well fitted inhibition curve with a large enough effect; inconclusive = small, poorly fitted or top-dose-only effect, or another doubt; inactive = no such curve, though single readings can be large or run the other way;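 note: 0% = full enzyme reaction and -100% = no-enzyme basal signal; the screen sought inhibitors and activators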
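Natural-substrate format: glycogen cleavage by 4 nM human enzyme, glucose read by Amplex Red coupling (Ex 573, Em 610 nm). Normalized to enzyme and no-enzyme controls.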
* marks the source's active call; other numbers are inactive results; ? = inconclusive; [ ] = another dose, or the depositor's remark. Potency is the fitted concentration of half-maximal effect.

SMILES	GAA glycogen mod
CC1(C(=O)O)CCC(C(=O)Nc2ccc(F)cc2)C1(C)C (stereo not given)	-1%[76.3 µM]
COc1ccc(Cl)cc1S(=O)(=O)N1CCCC(C(=O)N2CCCC2)C1 (stereo not given)	0%[76.3 µM]
O=[N+]([O-])c1ccc(C(O)CN2CCN(c3ccccc3)CC2)cc1 (stereo not given)	6%
COc1ccc(OCc2nc3c4c(-c5ccc(OC)cc5)c(-c5ccc(OC)cc5)oc4ncn3n2)cc1	-4%[76.3 µM]
CCOc1ccc(S(=O)(=O)N2CCCC(C(=O)NCCN3CCOCC3)C2)cc1Cl (stereo not given)	0%
CCc1nnc(NC(=O)CCC(=O)N2CCN(Cc3ccc(F)cc3)CC2)s1	0%[76.3 µM]
O=C1CN(C(=O)COc2ccc(Cl)cc2)C(c2ccc(F)cc2)c2cc(Br)ccc2N1 (stereo not given)	-10%[76.3 µM]
O=C(Nc1ccc(Cl)c(Cl)c1)c1cccnc1	-1%[76.3 µM]
COc1cccc(-n2cc(-c3ccc(F)cc3)[nH]c2=S)c1	1%
O=C(NCCc1ccccc1)c1ccc(CS(=O)(=O)c2ccc(Br)cc2)o1	-2%[76.3 µM]
COC(=O)C(Cc1c[nH]c2ccccc12)NC(=O)COc1ccc(Cl)cc1Cl (stereo not given)	10%[76.3 µM]
CCOC(=O)CNC(=O)CNC(=O)c1nn(-c2ccc(OC)c(OC)c2)c(=O)c2ccccc12	-4%
Cc1cccc(NC(=O)CCS(=O)(=O)c2ccccc2)c1	8%
C/C(=N\Nc1nccnc1Cl)c1ccc(Br)cc1	-5%[76.3 µM]
COc1ccccc1OCCNC(=O)CC(NC(C)=O)c1ccccc1 (stereo not given)	-20%[76.3 µM]
CN(C)CCN(Cc1cc2cc3c(cc2nc1Cl)OCO3)C(=O)c1ccco1	0%
Cc1nn(-c2ccccc2)c(C)c1-c1ccccc1O	-7%[76.3 µM]
COc1ccc(OC)c(NC(=O)C(C)n2c(=O)c(-c3ccccc3NC(C)=O)nc3ccccc32)c1 (stereo not given)	17%[76.3 µM]
CCC(C(=O)NC(C)(C)C)N(Cc1ccco1)C(=O)CNS(=O)(=O)c1ccc(OC)cc1 (stereo not given)	4%
O=C(Cn1cncn1)c1ccc(Cl)cc1	2%
CCOc1ccc(CNCc2c(C(=O)O)c(C)n(Cc3ccc(F)cc3Cl)c2C)cc1	-1%[76.3 µM]
COc1ccc(-c2ccc(NS(=O)(=O)c3cc([N+](=O)[O-])ccc3C)cc2)nn1	-1%[76.3 µM]
O=C(C1CCCN(Cc2ccc(F)cc2)C1)N1CCCCC1 (stereo not given)	0%
CCS(=O)(=O)Nc1ccc(C2=NN(C(=O)c3ccccc3)C(c3cccs3)C2)cc1 (stereo not given)	-8%[76.3 µM]
O=[N+]([O-])c1ccc(O)c(/C=N/Nc2ccccc2[N+](=O)[O-])c1	7%
CN(CCCC(=O)NCc1ccc2c(c1)OCO2)S(=O)(=O)c1ccc([N+](=O)[O-])cc1	-8%[76.3 µM]
Clc1cccc(Cl)c1C1Nc2cccc3cccc(c23)N1	?
Cc1cc(C)n2nc(SCC(=O)Nc3cccc(C(F)(F)F)c3)nc2n1	19%[76.3 µM]
CC1=C/C(=C(\c2ccc(O)c(C)c2)c2ccccc2S(=O)(=O)O)C=CC1=O	-10%[76.3 µM]
Nn1c(SCC(=O)Nc2ccccc2C(F)(F)F)nncc1=O	-1%[76.3 µM]
Cc1cccc(-c2c3c(=O)n(C)c(=O)n(C)c3c3c(C)nc4ccccc4n23)c1	-4%[76.3 µM]
COc1ccc(NS(=O)(=O)c2cc3c(cc2C)N(C)CCO3)cc1	18%[76.3 µM]
CC(C)(C)NC(=O)C(c1ccccc1)N(C(=O)CNC(=O)c1cccs1)c1cccnc1 (stereo not given)	3%
COc1ccccc1NC(=O)CN1CCN(C(=O)C2CCCO2)CC1 (stereo not given)	-2%[76.3 µM]
CC(=O)c1ccc(OCCCC(=O)NCCc2ccccc2)cc1	-4%[76.3 µM]
CCCc1cc(C(=O)N2CCCC(CO)(CCCc3ccccc3)C2)n(C)n1 (stereo not given)	-2%[76.3 µM]
Cc1ccc(-n2c(C)c(C)c3c(NCCO)ncnc32)cc1	2%
CCCCOc1ccccc1C(=O)NNC(=S)NC(=O)c1ccccc1[N+](=O)[O-]	-1%[76.3 µM]
O=C(CCCOc1ccc(Br)cc1)NCCc1ccc(OC(F)F)cc1	-5%
Cc1ccccc1OCCCCn1c(C2CC(=O)N(c3ccccc3Cl)C2)nc2ccccc21 (stereo not given)	-12%[76.3 µM]
Cc1ccc(NC(=O)Cn2c(-c3nonc3N)nc3ccccc32)c(Br)c1	4%[76.3 µM]
COc1ccc(C(=O)CC(=O)C(=O)Nc2cc([N+](=O)[O-])ccc2OC)cc1	4%
COc1cc(NC(=O)C2=CC(c3ccc(F)cc3)=NS(=O)(=O)N2C)cc(OC)c1OC	-9%[76.3 µM]
Cc1ccc(NC(=O)c2cc(S(=O)(=O)N3CCOCC3)cn2C)cc1F	7%[76.3 µM]
CCCc1nnc(NC(=O)Cc2coc3cc(C)cc(C)c23)s1	5%[76.3 µM]
O=C(c1cc2ccccc2oc1=O)N(Cc1cccc(Cl)c1)C1CCS(=O)(=O)C1 (stereo not given)	1%[76.3 µM]
CCC(C)NC(=O)c1oc2ccc(S(=O)(=O)N3CCC4(CC3)OCCO4)cc2c1C (stereo not given)	11%
Cc1ccccc1N(C(=O)CCCC(=O)Nc1ccccn1)C(C(=O)NC1CCCC1)c1ccc(O)cc1 (stereo not given)	2%[76.3 µM]
COc1ccc(NS(=O)(=O)c2ccc3c(c2)NC(=O)CO3)c(OC)c1	-25%[76.3 µM]
CCCn1cc(CN2CCC(n3nccc3NC(=O)CCOc3ccccc3)CC2)c(C)n1	0%[76.3 µM]
O=C(NNS(=O)(=O)c1ccc(Br)cc1)c1ccccc1-n1cccc1	-16%[76.3 µM]
NS(=O)(=O)c1cc([N+](=O)[O-])ccc1NCc1cccnc1	2%
O=C1c2ccccc2C(=O)C1(CO)c1ccc(OC(F)F)cc1	-1%[76.3 µM]
CC(=O)Oc1ccc(CC(C(=O)O)N2C(=O)c3ccccc3C2=O)cc1 (stereo not given)	5%
CC(NC(=O)CCN1C(=O)c2ccccc2C1=O)c1ccccc1 (stereo not given)	0%[76.3 µM]
O=C(c1ccccc1)N1CCN(CC(O)COc2ccc(Br)cc2)CC1 (stereo not given)	1%[76.3 µM]
CN1CCN(C(=O)C2CCCN(S(=O)(=O)c3ccc(Cl)cc3)C2)CC1 (stereo not given)	5%[76.3 µM]
CCc1ccc(C2CC(=O)N(c3cccc(C(F)(F)F)c3)C3=C2C(=O)OC3)cc1 (stereo not given)	-13%[76.3 µM]
COc1cccc(N2CCN(CC(=O)Nc3nc(C)c(C(=O)N(C)C)s3)CC2)c1	5%[76.3 µM]
CC(C)c1ccc(OCC(O)CN2CCCC2)cc1 (stereo not given)	-10%[76.3 µM]

(list continues)
SMILES	GAA glycogen mod
O=C(O)c1ccc(NS(=O)(=O)c2cccc(C(=O)Nc3ccc([N+](=O)[O-])cc3)c2)cc1	17%[76.3 µM]
CC(C)CC(=O)N1CCN(C(=O)c2ccc(F)cc2)CC1	-15%[76.3 µM]
CNS(=O)(=O)c1cccc(C(=O)OC2CCOC2=O)c1 (stereo not given)	3%
O=C(NCC1CCCO1)C(c1ccco1)N(Cc1ccc(F)cc1)C(=O)CN1C(=O)c2ccccc2S1(=O)=O (stereo not given)	-10%
C/C(=N\NC(=O)c1ccc(Cl)cc1)c1ccccn1	-1%[76.3 µM]
O=C(/C=C/c1ccccc1Cl)N1CCOCC1	1%[76.3 µM]
COC(=O)c1ccc(N2CCN(CCNC(=O)Nc3ccc(OC)cc3)CC2)cc1	-4%[76.3 µM]
Cc1ccc(-c2csc(N3CCN(c4cc5c(cc4Cl)nc(C)n5CCN4CCCCC4)CC3)n2)cc1	-12%[76.3 µM]
CC(=O)Nc1ccc(S(=O)(=O)NC(C)c2ccccc2)cc1 (stereo not given)	-2%[76.3 µM]
COc1ccc(S(=O)(=O)N2CCCOC2CNC(=O)C(=O)NC2CCCC2)cc1 (stereo not given)	-6%[76.3 µM]
COc1ccc(/C=C2\SC(N)=NC2=O)cc1	0%[76.3 µM]
C=C(C)CNC(=O)c1ccc2nc(Cc3ccc(OC)cc3)oc2c1	-9%[76.3 µM]
Cc1cccc(C(=O)NCCc2ccccc2)c1	-1%
Cc1ccc(S(=O)(=O)c2nc(-c3ccco3)oc2SC(C)c2ccccc2)cc1 (stereo not given)	2%[76.3 µM]
COc1cccc(C(=O)Nc2cccc(-c3ccccc3)c2)c1	6%[76.3 µM]
CCOC(=O)Cn1cnc2c(nnn2-c2cccc(Cl)c2)c1=O	2%
Cc1ccc(N(C(=O)CNC(=O)c2ccco2)C(C(=O)NC2CCCCC2)c2ccncc2)cc1F (stereo not given)	-1%
CN(CCC1CCCCO1)C(=O)CCc1nnc(CCc2ccccc2)o1 (stereo not given)	0%[76.3 µM]
Cc1ccc(NC(=O)C(Cc2ccccc2)NS(=O)(=O)c2ccc3c(c2)oc(=O)n3C)cc1C (stereo not given)	18%[76.3 µM]
CCCN1CCN(C(=O)CCS(=O)(=O)c2cc3c(cc2Cl)NC(=O)CO3)CC1	-3%[76.3 µM]

Some of the entries so far, field by field:
> CCCc1nnc(NC(=O)Cc2coc3cc(C)cc(C)c23)s1
  GAA glycogen mod = 5%[76.3 µM]
> CCCCOc1ccccc1C(=O)NNC(=S)NC(=O)c1ccccc1[N+](=O)[O-]
  GAA glycogen mod = -1%[76.3 µM]
> Cc1ccc(-c2csc(N3CCN(c4cc5c(cc4Cl)nc(C)n5CCN4CCCCC4)CC3)n2)cc1
  GAA glycogen mod = -12%[76.3 µM]

The listing picks up; the 4 compounds before the break are reprinted first.
SMILES	GAA glycogen mod
Cc1ccc(N(C(=O)CNC(=O)c2ccco2)C(C(=O)NC2CCCCC2)c2ccncc2)cc1F (stereo not given)	-1%
CN(CCC1CCCCO1)C(=O)CCc1nnc(CCc2ccccc2)o1 (stereo not given)	0%[76.3 µM]
Cc1ccc(NC(=O)C(Cc2ccccc2)NS(=O)(=O)c2ccc3c(c2)oc(=O)n3C)cc1C (stereo not given)	18%[76.3 µM]
CCCN1CCN(C(=O)CCS(=O)(=O)c2cc3c(cc2Cl)NC(=O)CO3)CC1	-3%[76.3 µM]
COc1ccc(-c2csc(NC(=O)c3c(OC)cccc3OC)n2)cc1	-4%[76.3 µM]
CC(Oc1ccccc1)C(=O)Nc1nnc(S(=O)(=O)N2CCCCC2)s1 (stereo not given)	-6%[76.3 µM]
CSc1ccc(/C=C(/NC(=O)c2ccco2)C(=O)N2CCCCC2)cc1	5%[76.3 µM]
O=S(=O)(c1ccccc1)N1CCC(Oc2ccc(-n3cnnn3)cc2)CC1	-20%[76.3 µM]
CC(C)Sc1cc(Cl)nc(NC(=O)Nc2ccccc2)n1	-1%
CCn1cc(CN2CCCC(C(=O)Nc3cccc(-c4cc5ccccc5[nH]4)c3)C2)c(C)n1 (stereo not given)	0%[76.3 µM]
CCN(CC)C(=O)c1cn(-c2cccc(OC)c2)c(=O)c2ccccc12	-1%
COc1ccc(C(CNC(=O)c2ccc(-c3ccccc3)cc2)N(C)C)cc1OC (stereo not given)	-1%[76.3 µM]
CC(C)CN(CCNC(=O)c1cn(C)c2ccc(S(=O)(=O)N3CCCC3)cc2c1=O)CC(C)C	6%[76.3 µM]
CC(C)n1nccc1N(Cc1ccc(Cl)cc1)S(=O)(=O)c1ccccc1	3%
CCOc1cc2sc(N3CCC(C(=O)Nc4ccc(CC)cc4)CC3)nc2cc1Br	-9%[76.3 µM]
Cc1ccc(NC(=O)NCCOCCn2c(=O)oc3ccccc32)c(C)c1	18%[76.3 µM]
O=C(CCCCn1c(=O)c2ccccc2n(CC(=O)Nc2ccc(F)cc2F)c1=O)NCCc1ccccc1	18%[76.3 µM]
CC(C)NS(=O)(=O)c1ccc(NCCCn2ccnc2)c([N+](=O)[O-])c1	-8%
COc1ccc(S(=O)(=O)c2cnc3cc(OC)c(OC)cc3c2N2CCCC(C)C2)cc1 (stereo not given)	0%[76.3 µM]
COCCNc1sc(S(=O)(=O)c2ccc(C)cc2)nc1S(=O)(=O)c1ccc(C)cc1	-9%[76.3 µM]
O=C(CNC(=O)c1cccnc1)N=Nc1c(O)[nH]c2c(Br)cc(Br)cc12	2%[76.3 µM]
Cn1c2ccccc2c2c(C(=O)N3CCN(c4ccc(F)cc4)CC3)cn(C3CCCCC3)c(=O)c21	-7%[76.3 µM]
CCCCC1CCC(C(=O)N2CC(=O)Nc3ccc(Cl)cc3C2c2ccc(F)cc2)CC1 (stereo not given)	-11%[76.3 µM]
O=C(CCCCn1c(=O)c2ccccc2n(Cc2cccc(F)c2)c1=O)NCCc1ccccc1	3%[76.3 µM]
COc1ccc(NC(=O)CN(C)S(=O)(=O)c2ccc(Br)s2)cc1	-6%
O=C(Cc1cccs1)NCc1ccc(Cl)cc1	0%[76.3 µM]
O=C1CCCN1CC(O)CS(=O)(=O)Cc1ccccc1 (stereo not given)	1%
CCOc1ccc(/C=C(\C#N)c2nc(-c3cc4ccccc4oc3=O)cs2)c(OCC)c1	-11%[76.3 µM]
CCCNc1c(NC(=O)c2ccc(OCCC)cc2)c(=O)oc2ccccc12	18%[76.3 µM]

These rows are one share of the data; count on the stated rates, not on these rows.
